Bioassay records: PubChem BioAssay, several laboratories
TNAP inh hiacc: blocks human TNAP under high phosphate acceptor concentration | P05186 | purified TNAP, CDP-star luminescence, 1 M DEA | inhibition, % at 20 µM | hit rate 0.03% among 200,000 | AID 1135;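 active = over 50% inhibition of tissue-nonspecific alkaline phosphatase at 20 µM in the single-dose screen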;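 also: plate controls were DMSO wells for no effect and EDTA-quenched wells as full inhibition for full effect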
Target sequence (P05186 whole entry, looked up): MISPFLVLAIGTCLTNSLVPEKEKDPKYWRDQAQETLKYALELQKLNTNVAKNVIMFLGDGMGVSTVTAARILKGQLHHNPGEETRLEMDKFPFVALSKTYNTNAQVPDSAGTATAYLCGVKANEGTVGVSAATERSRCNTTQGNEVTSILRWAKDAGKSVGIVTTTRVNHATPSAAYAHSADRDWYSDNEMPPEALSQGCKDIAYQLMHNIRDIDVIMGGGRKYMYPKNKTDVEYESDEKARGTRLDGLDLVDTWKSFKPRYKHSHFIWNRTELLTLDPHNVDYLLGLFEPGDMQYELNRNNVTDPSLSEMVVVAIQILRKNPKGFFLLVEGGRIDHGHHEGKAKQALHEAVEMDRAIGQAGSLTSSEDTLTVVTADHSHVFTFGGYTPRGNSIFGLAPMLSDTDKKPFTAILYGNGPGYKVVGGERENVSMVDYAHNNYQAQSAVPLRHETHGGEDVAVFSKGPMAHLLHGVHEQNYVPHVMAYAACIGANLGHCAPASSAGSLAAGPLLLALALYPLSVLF
TNAP act hi DEA: increases human TNAP activity under high phosphate acceptor concentration. P05186. purified TNAP, CDP-star luminescence, 1 M DEA, 30 min; stronger effect = higher value; 0 = EDTA background, 1 = DMSO-only activity. activation factor at 20 µM. 200,000 tested, under 10 active. AID 1136;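 active = activation factor at least 2 at 20 µM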
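Assay system: human TNAP; Input: enzyme diluted 1/800 final; Reagent: CDP-star luminogenic substrate at 100 µM final; Timing: 30 min, room temperature; Signal: luminescence; Evaluation: TNAP activation factor scaled between EDTA and DMSO control wells.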
G6PDH CS: inhibits Leuconostoc G6PDH, flagging false hits in G6PDH-based assays. hit rate 0.12% among 200,000. AID 1020. inhibition, % at 5 µM. Purified L. mesenteroides G6PDH, diaphorase/resazurin coupled fluorescence, 45 min; in the data active = inhibition above about 50%
TNAP inh noacc: blocks human TNAP activity with no phosphate acceptor present; P05186; purified TNAP, CDP-star luminescence, 30 min; inhibition, % at 20 µM; hit rate 0.26% among 200,000;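 active = tissue-nonspecific alkaline phosphatase inhibition above about 50% at 20 µM in the single-dose screen, limit read from the data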;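 also: 0% = DMSO negative control and 100% = EDTA positive control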
Diaph act CS: counter-screen for diaphorase-based assays: diaphorase activators and chemical reducers. Diaphorase/resazurin coupled assay, resorufin fluorescence, 16 min; stronger effect = higher value; 1 = vehicle wells, 0 = NADH-free wells. activation factor at 20 µM. hit rate 0.005% among 190,000;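 active = diaphorase activity raised at least twofold by the compound at 20 µM; inactive = activation factor below 2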
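Assay system: bacterial diaphorase enzyme (C. kluyveri) / Input: enzyme 0.07 U/mL final / Medium: 50 mM HEPES pH 7.4 with 4.542 mM MgCl2, 0.005% Tween 20 / Doses: single compound dose of 20 µM, 1% DMSO final / Incubation: 16 min enzyme reaction, ambient temperature / Signal: fluorescence, excitation 544 nm and emission 590 nm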
PMI act hi M6P: activators of human phosphomannose isomerase at near-saturating mannose 6-phosphate; P34949; hit rate 0.34% among 190,000; activation factor at 20 µM; coupled PMI enzyme assay, resazurin fluorescence, 20 min; stronger effect = higher value; 1 = untreated enzyme, 0 = substrate-free blank; AID 1216;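 active = activation factor of 2 or more at 20 µM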
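Test system – human PMI in coupled enzyme assay · Timing – 20 min incubation at room temperature · Detection – Diaphorase-driven resazurin-to-resorufin fluorescence, excitation 544, emission 590 nm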
PMI activator: phosphomannose isomerase (human) activation | P34949 | purified human PMI, coupled resazurin fluorescence, 20 min; stronger effect = higher value; 1 = vehicle control, 0 substrate-free wells | activation factor at 20 µM | hit rate 0.005% among 190,000;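 active = activation factor of 2 or more at 20 µM, relative to plate controls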
FLuc stim CS: firefly luciferase counter-screen for stimulation assays | P08659 | ATPlite luciferase biochemical, luminescence, 10 min; 0 = ATP-free wells, 1 = DMSO control | activation factor at 10 µM | 200,000 tested, under 10 active | AID 1027;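 active = luciferase activation factor, scaled between plate controls, of at least 2 with compound at 10 µM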
Target sequence (P08659 whole entry, looked up): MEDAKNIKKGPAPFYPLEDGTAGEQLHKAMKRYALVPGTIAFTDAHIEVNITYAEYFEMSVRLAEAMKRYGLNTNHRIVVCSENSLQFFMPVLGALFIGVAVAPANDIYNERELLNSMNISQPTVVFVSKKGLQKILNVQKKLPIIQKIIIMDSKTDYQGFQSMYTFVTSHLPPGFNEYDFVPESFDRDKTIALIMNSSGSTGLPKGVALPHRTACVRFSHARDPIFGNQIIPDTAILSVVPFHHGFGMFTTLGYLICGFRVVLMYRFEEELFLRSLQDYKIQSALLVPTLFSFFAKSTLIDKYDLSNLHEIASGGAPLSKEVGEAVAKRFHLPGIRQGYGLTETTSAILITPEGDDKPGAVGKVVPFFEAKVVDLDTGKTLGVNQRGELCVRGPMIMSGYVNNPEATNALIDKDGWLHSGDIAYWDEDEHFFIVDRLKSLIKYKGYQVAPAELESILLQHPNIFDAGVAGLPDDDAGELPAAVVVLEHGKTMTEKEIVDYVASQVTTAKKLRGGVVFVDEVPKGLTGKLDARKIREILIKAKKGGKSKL
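assay system = Luciferase/luciferin detection reagent, cell-free biochemical luciferase assay | also added = ATP substrate | times = 10 min post-reagent at room temperature | measured by = luminescence from luciferase reaction | measure = luciferase activation, seen as luminescence increase over controls | benchmarks = low control with PBS replacing ATP, high control enzyme plus ATP without compound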
Diaphorase inh: counter-screen for diaphorase-based assays: diaphorase inhibitors and chemical oxidizers; diaphorase resazurin-to-resorufin fluorescence, NADH, 16 min; bacterial (C. kluyveri) enzyme, not human; hit rate 0.69% among 190,000; AID 1217; inhibition, % at 20 µM;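 active = primary screen inhibition at 20 µM above a set limit, cut at about 50% in these data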;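 also: plate controls were DMSO with full reaction for no effect and wells lacking NADH for full effect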
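Assay system: diaphorase enzyme from Clostridium kluyveri. Quantity: enzyme working solution with 0.14 U/mL diaphorase. Schedule: reaction incubation of 16 min at room temperature. Technique: resorufin fluorescence, excitation 544 nm, emission 590 nm. Controls: No-NADH positive control and DMSO neutral control.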
HMGR II inh: blocks class II HMG-CoA reductase of Enterococcus faecalis | hit rate 0.41% among 190,000 | purified E. faecalis HMGR, NADPH absorbance 340 nm kinetic | inhibition, % at 10 µM;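 active = inhibition above a set limit, the median over all tested compounds plus 3 SD, cut at about 9.5% in these data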;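 also: enzyme runs in reverse so mevalonate oxidation gives rising NADPH absorbance; 0% = complete reaction with DMSO and 100% = background rate lacking mevalonate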
* marks the source's active call; other numbers are inactive results. Compounds as they come. Share with any hit: about 1.7%.

Start of the data: the first 4 entries, to show the layout:
SMILES	TNAP inh hiacc	TNAP act hi DEA	G6PDH CS	TNAP inh noacc	Diaph act CS	PMI act hi M6P	PMI activator	FLuc stim CS	Diaphorase inh	HMGR II inh
Cc1ccc(-c2csc3ncnc(-n4cnc5ccccc54)c23)cc1	-1	1	-13	4	0.8	1	0.9	1	16	-1
CN(CC(=O)O/N=C(\N)c1ccccn1)S(=O)(=O)c1ccc(Br)cc1	-1	1	-2	-8	0.9	0.9	0.9	1.1	8	-2
CC(CCc1ccccc1)NC(=O)CCNC(=O)Cn1ccc2ccccc2c1=O (stereo not drawn)	2	1	0	-4	1	1.1	1.1	1	-2	0
Cc1cccc(C)c1NC(=O)CSc1nnnn1C	-1	1	-3	-11	0.9	1	1	1.1	7	-1

Results, repeating the preview:
SMILES	TNAP inh hiacc	TNAP act hi DEA	G6PDH CS	TNAP inh noacc	Diaph act CS	PMI act hi M6P	PMI activator	FLuc stim CS	Diaphorase inh	HMGR II inh
Cc1ccc(-c2csc3ncnc(-n4cnc5ccccc54)c23)cc1	-1	1	-13	4	0.8	1	0.9	1	16	-1
CN(CC(=O)O/N=C(\N)c1ccccn1)S(=O)(=O)c1ccc(Br)cc1	-1	1	-2	-8	0.9	0.9	0.9	1.1	8	-2
CC(CCc1ccccc1)NC(=O)CCNC(=O)Cn1ccc2ccccc2c1=O (stereo not drawn)	2	1	0	-4	1	1.1	1.1	1	-2	0
Cc1cccc(C)c1NC(=O)CSc1nnnn1C	-1	1	-3	-11	0.9	1	1	1.1	7	-1
Cn1c(=O)c2c(nc(NCc3ccccc3)n2C)n(C)c1=O	-5	1.1	8	-5	1	1.1	1.2	1.1	4	0
Cc1ccc(C(=O)N(Cc2nc(-c3ccc(C)cc3)no2)C(C)C)cc1	-8	1.1	2	-16	0.8	1.1	1	1.1	16	-2
Cc1cc(C)n(-c2ccc(Cl)c(C(=O)OCC(N)=O)n2)n1	5	1	-4	-7	0.9	1	0.9	1	7	0
Cc1cc(C)n2c(SCc3ccc(Cl)cc3Cl)nnc2n1	-5	1	7	-7	1.1	1	1	1	-8	-5
O=C(NC1CCS(=O)(=O)C1)c1cccc(S(=O)(=O)N2CCCCC2)c1 (stereo not drawn)	4	1	2	-5	1	1	0.9	1	4	-1
CN(C)C(=O)C12CCC(C)(c3nc4ccccc4nc31)C2(C)C (stereo not drawn)	-3	1	40	-4	1	1.1	1	1	2	-1
COc1ccc(N(CC(=O)N2CCN(c3ccc(Cl)cc3)CC2)S(=O)(=O)c2c(C)n[nH]c2C)cc1	4	1	14	-5	0.8	1	1	1	22	3
O=C(NCCCn1ccnc1)c1cc(C(=O)C2CCCCC2)c[nH]1	-4	1	7	-13	1	1.1	1.1	1	0	0
O=C(NC1CCCCC1)C(c1ccc2ncccc2c1)N(Cc1ccc2c(c1)OCO2)C(=O)c1cccs1 (stereo not drawn)	-4	1	7	-1	0.8	0.9	0.8	1	15	-6
Cc1ccc(-c2ccc(CCC(=O)O)n2NC(=O)c2ccc([N+](=O)[O-])cc2)cc1	0	1	10	-2	0.9	0.9	0.9	1	14	1
CCOC(=O)c1c(NC(=O)COC(=O)c2nc(Cl)ccc2Cl)sc2c1CCC2	-4	1	2	4	1	1	1.1	1	1	-5
O=C(CCN1C(=O)c2cccc3cccc(c23)C1=O)N1CCN(c2ccccc2F)CC1	-2	1	2	-12	1.2	1.1	1.1	1	-20	-1
CCCCNC(=O)C1c2cc(OC)c(OC)cc2C(=O)N(C)C1c1ccc(OC)cc1 (stereo not drawn)	1	1	2	-12	0.9	0.9	0.9	1.1	15	5
Cc1ccc(S(=O)(=O)Cc2nc3ccccc3c(=O)[nH]2)cc1	-2	1	2	-8	0.9	1	1	1	8	1
O=C(NNC(=O)c1ccccc1[N+](=O)[O-])Nc1ccc(Cl)cc1	-7	1.1	7	-50	0.8	0.8	0.9	1	21	-1
CC(C)(C)C(=O)NC(=S)Nc1sc2c(c1C#N)CCCCC2	8	0.9	1	6	0.8	0.9	0.8	1	15	-1
O=C(Cc1ccccc1)N/N=C/c1ccccc1F	4	1	-3	0	0.9	1	0.9	1	6	-3
Cc1ccc(NC(=S)NC(NC(=O)c2ccccc2)C(Cl)(Cl)Cl)c(C)c1 (stereo not drawn)	-6	1.1	-8	-4	1	0.9	0.7	1	0	-2
CC(=O)OC(Cn1nc(C)cc1C)c1ccccc1 (stereo not drawn)	-4	1	6	-11	0.9	1	0.9	1.1	8	-3
C=CCOc1c(Cl)cc(CNc2nccs2)cc1OC	-5	1.1	10	-13	1.1	1	1	1	-7	-1
CN(C(=O)COc1ccc(Cl)cc1Cl)c1nnc(C23CC4CC(CC(C4)C2)C3)s1	0	1	-2	-4	0.8	0.9	0.9	1	17	-7
C=C(C)[C@@H]1CC=C(CN2CCC(CCOC)(C(=O)OCC)CC2)CC1	0	1	18	-4	0.9	0.9	0.9	1.1	8	-3
O=C(Nc1nc(-c2cccc3ccccc23)cs1)c1ccc2c(c1)S(=O)(=O)c1ccccc1C2=O	7	0.9	15	6	1	0.9	0.9	1	4	-3
O=C(Nc1ccc(N2CCOCC2)nc1)c1ccc(Cl)cc1	0	1	12	-2	0.9	1	1	1	8	-1
Cn1c(SCC(=O)NCc2cccs2)nnc1-c1cccs1	-4	1	2	-14	0.9	0.9	0.9	1.1	14	-4
CC(C)c1ccc(N2CC(C(=O)Nc3nccs3)CC2=O)cc1 (stereo not drawn)	0	1	-2	1	0.9	1	0.9	1	6	0

Full records, quoted from the list.
`CC(C)c1ccc(N2CC(C(=O)Nc3nccs3)CC2=O)cc1` (stereo not drawn) as listed: TNAP inh hiacc = 0; TNAP act hi DEA = 1; G6PDH CS = -2; TNAP inh noacc = 1; Diaph act CS = 0.9; PMI act hi M6P = 1; PMI activator = 0.9; FLuc stim CS = 1; Diaphorase inh = 6; HMGR II inh = 0
`Cc1ccc(-c2csc3ncnc(-n4cnc5ccccc54)c23)cc1` as listed: TNAP inh hiacc = -1; TNAP act hi DEA = 1; G6PDH CS = -13; TNAP inh noacc = 4; Diaph act CS = 0.8; PMI act hi M6P = 1; PMI activator = 0.9; FLuc stim CS = 1; Diaphorase inh = 16; HMGR II inh = -1

(list continues)
SMILES	TNAP inh hiacc	TNAP act hi DEA	G6PDH CS	TNAP inh noacc	Diaph act CS	PMI act hi M6P	PMI activator	FLuc stim CS	Diaphorase inh	HMGR II inh
CCOC(=O)C1(CC2CCCCO2)CCN(C(=O)Nc2ccc3c(c2)OCO3)CC1 (stereo not drawn)	-10	1.1	14	-11	0.7	0.8	0.9	1	31	-6
O=C(COC(=O)c1ccccc1Br)Nc1cc(S(=O)(=O)N2CCOCC2)ccc1N1CCCC1	-4	1	0	2	0.7	1.1	1.2	1.1	30	-4
Cc1ccc(-n2c(Cc3ccccc3)nnc2SCC(=O)NNC(=O)Cc2ccccc2)cc1	-4	1	6	-28	0.9	0.9	0.9	1	12	-5
CC1(C)CC(=O)C(C=NCC(O)c2ccccc2)=C(O)C1 (stereo not drawn)	-2	1	-1	-7	0.9	0.9	0.9	1.1	11	2
O=C(CSc1nnc(Cc2ccccc2)o1)NCCc1ccccc1	0	1	5	-6	0.9	0.9	0.8	1	9	-5
O=C(CN1C(=O)C2CCCCC2C1=O)N1CCN(c2ccc(F)cc2)CC1 (stereo not drawn)	-5	1.1	10	-11	0.9	1	1	1	10	1
Cc1ccc(-n2c(=O)c3sccc3n(Cc3cc(=O)n4ccccc4n3)c2=O)cc1F	1	1	2	1	1	0.6	0.9	1	3	-5
O=C(O)CC(SCC(=O)Nc1ccc(S(=O)(=O)N2CCCC2)cc1)C(=O)O (stereo not drawn)	1	1	4	-28	0.9	1	1	1.1	9	3
COc1ccc2o/c(=N/NC(=S)Nc3ccccc3)c(C(N)=O)cc2c1	4	1	-46	10	1	0.9	1	1	3	2
CCOC(=O)C1(C(F)(F)F)N=C(C(F)(F)F)Nc2cc(C)c(C)cc21 (stereo not drawn)	-3	1	-3	-10	0.8	1.1	1	1	25	-4
O=C(Nc1nnc(SCc2ccc(Cl)cc2)s1)c1cnccn1	-3	1	-4	-15	0.9	1.2	1.1	1	5	-1
CCn1nnnc1SCC(=O)Nc1cccc(C)n1	-6	1.1	4	-19	0.9	1	1.1	1	6	-5
CC(=O)C(=Cc1cn(-c2ccccc2)nc1-c1ccccc1)C(C)=O	-2	1	1	-12	0.9	1	1	1.1	7	-13
CCOC(=O)c1[nH]c2ccccc2c1N=C(C)N(CC)CC	-9	1.1	-1	-11	0.8	1	1.1	1.1	16	0
CC(=O)c1c(C)[nH]c(C(=O)N2CCN(c3ccc(F)cc3)CC2)c1C	-4	1	1	-18	1	1.1	1	1	0	2
O=C(O)c1ccc2c(c1)NC(=O)C(N1CCCC1)S2 (stereo not drawn)	-2	1	10	-9	1	1	1	1	3	0
Cc1ccccc1CSCC(=O)N/N=C/c1cccs1	-4	1	8	-10	0.9	1	1	1	7	-8
COc1cc(COCC(O)CN2CCc3ccccc3C2)cc(OC)c1OC (stereo not drawn)	1	1	2	-4	1.1	1.1	1.1	1	-11	-3
O=C(c1ccc(C(=O)N2CCOCC2)nc1)N1CCOCC1	0	1	-3	-10	0.9	1	0.9	1.1	8	-4
COc1cccc(OC)c1OCCCOc1c(OC)cccc1OC	-6	1.1	-6	-14	0.9	1	0.9	1.1	12	3
COc1ccc(OCC(O)CN2CCCCCC2)cc1 (stereo not drawn)	-3	1	1	-9	0.9	1	1	1.1	13	1
C=CCOc1ccc(C2c3c(oc4ccccc4c3=O)C(=O)N2CCCN2CCOCC2)cc1 (stereo not drawn)	-9	1.1	5	-8	0.9	1	1.1	1.1	13	-1
Cc1ccc(-c2nc(-c3cccnc3)no2)cc1	-1	1	15	-3	1	1	0.9	0.3	0	0
